HCV NS3 hel inh: blocks Hepatitis C virus NS3 helicase unwinding; NS3 helicase DNA unwinding, Cy5 molecular beacon fluorescence; inhibition, % at 10.9 µM; actives 0.56% (n = 290,000);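 active = inhibition above the mean of all tested compounds plus 3 SD, set per campaign, cut at about 35% in these data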;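 also: 0% = DMSO wells and 100% = thioflavine S control wells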
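Assay system: hepatitis C virus NS3 helicase domain fragment enzyme. Also added: annealed dual-labelled DNA beacon duplex, ATP-started. Timing: 1 h reaction at 25 °C, ATP-initiated. Technique: Cy5 fluorescence at 0 and 60 min, beacon hairpin quenching. Evaluation: % inhibition of unwinding. Replication: one well per compound.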
IMP-1 inhibitor: blocks Pseudomonas aeruginosa IMP-1 metallo-beta-lactamase; purified IMP-1, nitrocefin hydrolysis, epi-absorbance fluorescence; inhibition, % at 5.6 µM; actives 0.45% (n = 290,000); AID 1556;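 active = inhibition above the mean plus 3 SD of all compounds in the same screening run, cut at about 4.5% in these data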;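 also: 0% = IMP-1 with DMSO and 100% = DMSO wells lacking enzyme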
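System: Purified IMP-1 | Read-out basis: Percent enzyme inhibition | Controls: IMP-1 with DMSO as 0%, enzyme-free DMSO as 100% | Replicates: One well per compound | Doses: 5.6 µM nominal single concentration | Detection: Epi-absorbance fluorescence, 480 nm excitation, 530 nm emission | Incubation: 25 °C, 15 min preincubation, 25 min reaction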
FID counter: fluorescent intercalator displacement, NS3 helicase counter-screen; DNA fluorescent intercalator displacement, fluorescence; inhibition, % at 7.9 µM; actives 0.17% (n = 290,000); AID 1845; in the data active = inhibition above about 37%;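 also: 0% = vehicle and 100% = reference compound; higher means more ethidium bromide displaced from hairpin DNA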
MEKK2 WT-MEK5: raises or lowers MEK5 binding to wildtype human MEKK2 PB1 domain. bead flow cytometry, Alexa488-MEK5 binding to MEKK2 WT; actives lie on both sides. binding response (% of control), % at 10 µM. actives 1.1% (n = 290,000). AID 1531. Q9Y2U5; in the data active = binding response below about 67% or above about 130%
VIM-2 inhibitor: inhibitors of Pseudomonas aeruginosa VIM-2 metallo-beta-lactamase; actives 0.89% (n = 290,000); inhibition, % at 5.6 µM; purified VIM-2, nitrocefin hydrolysis, epi-absorbance fluorescence; AID 1527;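 active = inhibition above the mean of all tested compounds plus 3 SD, cutoff set per screening run, cut at about 7.5% in these data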;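 also: red hydrolysis product quenches plate fluorescence so inhibitors raise well fluorescence; 0% = enzyme with DMSO and 100% = DMSO without enzyme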
PfM18AAP inh: blocks P. falciparum M18 aspartyl aminopeptidase; inhibition, % at 7.35 µM; AID 1822; actives 1.2% (n = 290,000); recombinant PfM18AAP, H-Glu-NHMec fluorogenic cleavage;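 active = inhibition above the campaign mean inhibition over all tested compounds plus 3 SD, cut at about 28% in these data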;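 also: 0% = plate median of test compound wells and 100% = 2 mM ZnCl2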
NALP1 inh: NALP1 inhibition; S. cerevisiae NALP1/ASC/caspase-1 growth, X-gal OD620, 72 h; inhibition, % at 10 µM; actives 0.61% (n = 280,000); AID 2071; in the data active = inhibition mostly above about 24%, no sharp cut-off; inactive = mostly below about 32%; also: some compounds called inactive have numbers as strong as hits
MEKK2 mut-MEK5: signal of MEK5 binding to mutant human MEKK2 PB1 domain; AID 1530; bead flow cytometry, Alexa488-MEK5 binding to MEKK2 mutant; percent response, % at 10 µM; actives 0.35% (n = 290,000); in the data active = percent response above about 24%, passing the limit was not always enough; also: inactives centre near 1; some results filed as inactive read as strong as hits
UBC9 SUMO inh: SUMOylation inhibition; P63279; HTRF SUMOylation assay, SAE1/SAE2 + UBC9, in vitro; inhibition, % at 35 µM; actives 0.36% (n = 290,000); in the data active = inhibition above about 50%, passing the limit was not always enough; also: strong numbers were not always called active
Target sequence (P63279 whole entry, looked up): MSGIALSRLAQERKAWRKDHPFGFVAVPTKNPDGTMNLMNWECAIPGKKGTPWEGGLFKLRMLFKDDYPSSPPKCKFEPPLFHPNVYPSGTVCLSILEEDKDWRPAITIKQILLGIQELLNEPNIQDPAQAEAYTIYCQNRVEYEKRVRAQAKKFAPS
An asterisk follows results filed as active; · = no result given. Random draw from the library; 4.7% or so of the library scored in one or more.

smiles	MEKK2 mut-MEK5	NALP1 inh	MEKK2 WT-MEK5	IMP-1 inhibitor	PfM18AAP inh	VIM-2 inhibitor	HCV NS3 hel inh	FID counter	UBC9 SUMO inh
Cc1ccc(C2C(=O)c3ccccc3C2=O)cc1	3	14	103	-0.4	-2	-1.4	-9	-3	11
O=C(CN1C(=O)c2ccccc2S1(=O)=O)NCCSCc1ccccc1Cl	-10	29	92	1.5	-7	3.3	1	-26	8
COc1ccc2c(c1)CCN=C2Cc1ccc(OC)c(OC)c1	5	12	100	-3.7	-1	-3.8	-24	-3	26
Cc1ccc(NC(=O)C2CCN(S(=O)(=O)c3ccc4c(c3)NC(=O)CO4)CC2)cc1	3	1	103	-4.3	4	-3.1	14	-28	4
Cc1oc2c(c(C)cc3oc(=O)c(CC(=O)NCCC(=O)O)c(C)c32)c1C	-6	-1	96	-2.4	7	1.5	20	-34	40
COc1ccc(S(=O)(=O)NC(C)C(=O)Nc2cccc(C(C)=O)c2)cc1 (centres undefined)	1	2	100	-3.6	1	-1.0	10	-8	-2
COc1ccc(NC(=O)CN(C)CC(=O)Nc2cccc(C(F)(F)F)c2)cc1	1	-7	97	-1.0	-1	-2.5	-14	-15	0
Cc1cc(F)ccc1S(=O)(=O)N1CCCOC1CNC(=O)C(=O)NCC(C)C (centres undefined)	10	13	115	-2.3	0	-1.9	4	-28	4
O=S(=O)(NCc1ccccc1F)c1cccc(S(=O)(=O)N2CCOCC2)c1	-12	-10	83	-0.3	5	-1.0	-11	-2	4
c1ccc([C@H]2CC3C[C@@H](c4ccccc4)N2O3)cc1	-14	-2	96	-2.5	0	0.2	0	-8	-8
COc1ccc(C(=O)C(CN2CCCC2)c2ccccc2)cc1 (centres undefined)	1	16	96	-0.4	-6	-1.9	-11	-3	19
CCOc1cc(C)nc(N2CCC(C(=O)Nc3ccccc3OCC)CC2)n1	·	1	·	-2.2	1	0.9	-2	-7	-2
COC(=O)c1ccnc(/C=N/O)c1	-10	0	85	-1.4	1	5.4	1	-6	0
N/C(=N\OC(=O)CCC1CCCC1)c1cccc([N+](=O)[O-])c1	15	28	111	0.8	0	-1.0	2	-5	-4
COc1ccc(C(=O)NC2CC2)cc1OC1CCN(Cc2ccc(F)c(F)c2)CC1	2	-10	103	-2.9	-2	-2.2	0	-2	15
COc1ccccc1N1CCN(C(=O)C2CCCN(S(=O)(=O)c3ccc4c(c3)CCCN4C(C)=O)C2)CC1 (centres undefined)	5	-15	97	-4.3	2	-2.8	4	-66	0
CN1C(=O)Cc2cc(S(=O)(=O)N3CCN(c4ccccc4F)CC3)ccc21	-15	20	87	-1.5	1	0.6	21	-42	1
CC(C)N(C(=O)COC(=O)c1ccccc1C(=O)N1CCN(c2ccc(F)cc2)CC1)C(C)C	-2	11	92	-0.9	7	-4.1	-2	-40	10
CN(C)c1nc(N)c([N+](=O)[O-])c(NCCO)n1	2	38	103	-1.2	6	-1.3	4	0	1
Cc1csc(NC(=O)c2ccc(COc3ccccc3)o2)n1	-4	43*	102	-2.5	2	-0.9	-10	-1	-7
CCOc1ccc(OCC)c(NC(=O)CCSCCc2ccccn2)c1	-17	-4	70	-0.9	-3	0.0	-8	-26	1
Cc1ccc(-c2c3c(=O)n(C)c(=O)n(C)c3c3nnc4ccccc4n23)cc1	·	·	·	-1.6	-6	-0.6	-11	0	·
CC1CC(CC(=O)NNc2nc(-c3ccccc3)cs2)C(=O)O1 (centres undefined)	-12	4	90	0.1	23	-1.5	-4	-7	-14
COc1ccccc1OCCSc1nc(C)c(Cc2ccccc2)c(=O)[nH]1	2	·	101	-1.4	1	-2.8	2	-1	-16
COc1ccc(N(CC(=O)NCc2ccc(Cl)cc2)S(=O)(=O)c2c(C)nn(C)c2C)cc1	3	7	104	-2.7	9	-5.5	-2	-60	-24
Cn1c(SCC(=O)Nc2ccc(NC(=O)c3ccccc3F)cc2)nnc1-c1ccncc1	2	13	98	-0.7	-15	-2.1	1	-29	0
COc1ccc(NC(=O)CNC(=O)c2nn(-c3ccc(OC)c(OC)c3)c(=O)c3ccccc23)c(OC)c1	0	-5	104	-0.4	3	0.8	-9	-37	12
CC(=N[C@@H]1CCCC[C@H]1N=C(C)c1ccccc1O)c1ccccc1O	-3	24	88	-3.6	-3	-3.5	1	7	13
COc1ccc(CCN2C(=S)N(C)C(=O)C2CC(=O)Nc2ccc(F)cc2)cc1 (centres undefined)	-2	37	102	-0.9	4	-1.8	-8	-8	9
COCCNC(=O)C(c1cccs1)N(C(=O)Cn1nnc2ccccc21)c1ccc(OC)cc1 (centres undefined)	-4	43	98	0.2	-8	-3.9	-4	-24	11
CCOC(=O)c1cc(-c2csc(Nc3c(C)cc(C)cc3C)n2)on1	-28	12	80	-2.9	0	-1.3	-1	-12	-16
C=CCN(CC=C)Cc1ccc(C(=O)OC)o1	8	10	101	-2.9	-12	-4.3	1	-3	14
N#Cc1ccc2nc3c(nc2c1)CCCC3	6	17	103	-4.7	2	-1.2	-4	-4	11
O=C1CCCN1CCCNS(=O)(=O)c1ccc(F)cc1F	2	-4	101	-1.3	-7	-1.0	-7	-4	17
O=S(=O)(c1ccccc1)C1CON(Cc2ccccc2)C1c1ccccc1 (centres undefined)	-1	-9	104	-3.8	20	-1.7	-6	-21	-7
Cc1ccn2cc(C(=O)NC3CCN(Cc4ccccc4)CC3)nc2c1	1	-4	102	-4.7	0	-4.5	-1	3	19
COC(=O)CSc1[nH]c2ccc(Br)cc2c1[N+](=O)[O-]	-13	-1	90	-2.1	-11	-1.2	5	-3	1
O=C(c1ccc(CNS(=O)(=O)c2ccc(Br)cc2)cc1)N1CCCCC1	0	3	93	-1.8	-11	-1.8	6	-57	20
COc1ccc(OCCC(=O)N2CCOCC2)cc1	0	-19	100	0.8	-10	0.7	-2	-2	3
O=C1C=C(NCc2ccco2)CC(c2ccc(Cl)cc2)C1 (centres undefined)	8	3	110	-1.2	9	-0.3	2	-12	12
Cc1cc(Nc2ncc(Cl)cc2Cl)n(-c2ccccn2)n1	7	17	110	-2.7	5	-0.4	-3	-1	24
Cc1cc(Cl)ccc1NC(=S)NCc1ccco1	3	3	105	-3.4	10	0.5	1	-1	-18
Cc1cc(OC(=O)N2CCCCC2)cc(C)c1Cl	10	14	109	-4.3	-1	-0.3	1	-3	21
S=C(NCc1ccccc1)Nc1cccc2ccccc12	5	-18	101	-2.3	9	-1.4	0	-8	22
O=C(c1ccccn1)N1CCN(S(=O)(=O)c2ccc3ccccc3c2)CC1	3	18	105	-3.1	2	-2.5	-8	-17	-10
O=P(O)(O)C(O)C(F)(F)C(F)(F)C(F)(F)C(F)F (centres undefined)	7	20	118	-2.6	1	-2.1	3	5	9
Cc1ccccc1NC(=S)NCCc1ccccc1	2	14	100	-2.2	8	0.6	-1	-5	-2
Cc1ccc(-c2ccccc2NC(=O)C2C3C=CC(C3)C2C(=O)O)o1 (centres undefined)	2	20	104	-0.8	-27	-3.8	1	6	-16
CC(C)C(NC(=O)c1c(F)cccc1F)C(=O)NC1CC(C)(C)NC(C)(C)C1 (centres undefined)	0	4	99	-2.2	-4	-1.6	-9	-3	13
CC(=O)COc1nc2c(c(-c3ccco3)c1C#N)CCc1ccccc1-2	1	12	96	-1.2	1	0.3	7	-9	23

Limited to FID counter and NALP1 inh, for some of the entries so far:
Structure,FID counter,NALP1 inh
O=S(=O)(c1ccccc1)C1CON(Cc2ccccc2)C1c1ccccc1 (centres undefined),-21,-9
O=C1CCCN1CCCNS(=O)(=O)c1ccc(F)cc1F,-4,-4

(continued)
smiles	MEKK2 mut-MEK5	NALP1 inh	MEKK2 WT-MEK5	IMP-1 inhibitor	PfM18AAP inh	VIM-2 inhibitor	HCV NS3 hel inh	FID counter	UBC9 SUMO inh
O=C(O)c1cc(-c2cccs2)nn1-c1ccccc1	0	14	106	-1.4	6	-1.0	2	1	8
O=C(NC1CCCCCC1)C(=S)NC1CCCCC1	5	7	103	-2.0	30*	-2.8	-1	-1	-7
CN1/C(=C\C(=O)COC(=O)c2ccco2)C(C)(C)c2ccccc21	4	-8	100	-1.9	-11	-1.8	11	-23	13
Cn1c(N)c(C(=O)CCl)c(=O)n(C)c1=O	7	25	110	-3.6	-10	-3.3	5	5	6
N#C/C(=C\c1cn(Cc2cccc(F)c2)c2ccccc12)C(=O)NCc1ccco1	-1	7	85	-2.3	-9	-0.1	-7	-13	33
CCN(CC)CCN1C(=O)C(=O)/C(=C(/O)c2ccc(Cl)cc2)C1c1ccncc1 (centres undefined)	7	9	104	-1.4	4	-1.2	-3	1	-12
COc1cc(C(=O)NCC(=O)N/N=C(/C)c2ccc3c(c2)CCCC3)cc(OC)c1OC	-1	0	98	-3.6	4	-2.8	2	-10	15
O=C(c1cc(COc2cccc(C(F)(F)F)c2)on1)N1CCc2ccccc2C1	3	0	104	-3.2	-6	0.1	-7	-28	-13
COc1ccccc1N(Cc1cc(=O)[nH]c2ccccc12)C(=O)c1ccc([N+](=O)[O-])cc1	-40	-7	61	1.1	4	0.5	25	-4	0
CCOC(=O)N1CCN(C(=O)CN(Cc2ccc(Cl)cc2)S(=O)(=O)c2ccc(C)cc2)CC1	6	10	100	0.5	-12	-1.6	0	-35	1
COc1cccc(/C=N/n2c(-c3ccco3)nc3ccccc3c2=O)c1OC	-1	4	102	-7.4	-5	-3.9	10	-3	0
NC(=O)NC(=O)COC(=O)c1ccc(OC(F)(F)F)cc1	-15	10	85	-0.9	-18	1.3	-8	-6	19
CCN(CC(=O)NC(=O)NC1CCCCC1)Cc1nc2ccccc2c(=O)[nH]1	6	8	101	1.4	4	-4.4	3	-31	15
COCCCn1c(SCc2nc3ccccc3c(=O)[nH]2)nc2ccccc2c1=O	1	6	88	-3.6	6	-3.3	5	-4	10
O=C(CNC(=O)c1cccs1)NCCN1CCN(Cc2ccccc2)CC1	3	-3	101	-0.8	2	-2.7	-1	0	-2
CCC/C(=N/NC(=O)c1cccc(Cl)c1)c1ccccc1	-1	24	106	-3.9	1	-4.0	5	-4	12
COc1cccc(/C=N/n2c(-c3cccs3)n[nH]c2=S)c1	4	4	100	-1.5	13	-0.8	12	-9	13
O=C1CCN(CCCc2ccccc2)CCN1CCO	0	-9	106	-3.8	10	-3.3	2	-9	-11
Cc1ccc(Cl)cc1-c1ccc(C=Nc2ccc(N3CCOCC3)cc2)o1	4	4	105	-6.5	8	-5.1	7	1	17
C=CCn1cc(C(=O)NCc2ccco2)c(=O)c2cc(S(=O)(=O)N3CCCCCC3)ccc21	-5	2	94	0.0	10	0.1	-9	-9	17
Cc1ccc(C(C(=O)NC2CCCCC2)N(CCCN2CCOCC2)C(=O)c2snc(C(N)=O)c2N)cc1 (centres undefined)	2	6	101	-3.4	0	0.5	7	-15	2
